Vif inh = blocks HIV Vif function; HEK293T cells, Vif self-association by quenched fluorescence, imaging, 24 h; inhibition, % at 7.49 µM; hit rate 0.35% among 340,000; AID 602346; in the data active = inhibition above about 50%, passing the limit was not always enough; inconclusive = no clear call, values can overlap the other calls; inactive = below about 31%; note: some results filed as inactive read as strong as hits
Granule exo inh = blocks lytic granule exocytosis; TALL-104 LAMP-1 surface exposure, flow cytometry; cells stimulated with thapsigargin and PMA; inhibition, % at 10 µM; hit rate 0.66% among 360,000; AID 651702;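 active = inhibition above about 55%, limit read from the data; inconclusive = no clear call, values can overlap the other calls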
iPSC survival up = enhancers of human iPSC single-cell survival | hiPSC single-cell survival, ATPlite luminescence; 100% = ROCK inhibitor wells, 0% = DMSO | survival enhancement, % at 20 µM | hit rate 0.044% among 360,000 | AID 602274; in the data active = survival enhancement above about 18%;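 note: cells exposed to compounds for 16 hours before the ATP read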
PDI inh = PDI (human) enzyme inhibition. P07237. AID 588391. inhibition, % at 10 µM. hit rate 0.052% among 350,000. PDI insulin aggregation turbidity, A650, 90 min;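 active = mean inhibition across replicates of 30% or more, whatever share of single replicates reach that level; inconclusive = mean inhibition below 30% while every single replicate reaches 30%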;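 note: absorbance from insulin aggregation driven by PDI reduction with DTT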
Target sequence (P07237 whole entry, looked up): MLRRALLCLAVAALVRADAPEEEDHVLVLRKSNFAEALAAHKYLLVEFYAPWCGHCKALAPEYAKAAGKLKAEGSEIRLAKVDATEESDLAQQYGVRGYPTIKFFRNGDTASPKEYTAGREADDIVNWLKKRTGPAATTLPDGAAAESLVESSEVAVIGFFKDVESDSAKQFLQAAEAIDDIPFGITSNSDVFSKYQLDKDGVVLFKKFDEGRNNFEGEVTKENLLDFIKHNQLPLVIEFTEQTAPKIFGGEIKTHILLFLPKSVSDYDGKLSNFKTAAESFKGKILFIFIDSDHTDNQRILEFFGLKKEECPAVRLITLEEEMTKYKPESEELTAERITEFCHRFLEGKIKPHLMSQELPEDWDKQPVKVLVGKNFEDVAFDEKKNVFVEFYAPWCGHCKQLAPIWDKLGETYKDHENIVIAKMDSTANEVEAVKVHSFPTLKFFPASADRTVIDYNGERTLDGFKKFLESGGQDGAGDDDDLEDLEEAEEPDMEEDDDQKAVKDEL
HTR2A ag = activates the mouse 5-HT2A serotonin receptor; P35363; CHO-K1 mHTR2A beta-arrestin complementation, luminescence; percent of 30 µM serotonin response; activation, % at 7.6 µM; hit rate 0.66% among 360,000;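 active = activation above a run cutoff, the mean activation of all tested compounds plus 3 SD, cut at about 14% in these data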;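 note: 0% = plate median of compound wells and 100% = 30 µM serotonin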
Target sequence (P35363 whole entry, looked up): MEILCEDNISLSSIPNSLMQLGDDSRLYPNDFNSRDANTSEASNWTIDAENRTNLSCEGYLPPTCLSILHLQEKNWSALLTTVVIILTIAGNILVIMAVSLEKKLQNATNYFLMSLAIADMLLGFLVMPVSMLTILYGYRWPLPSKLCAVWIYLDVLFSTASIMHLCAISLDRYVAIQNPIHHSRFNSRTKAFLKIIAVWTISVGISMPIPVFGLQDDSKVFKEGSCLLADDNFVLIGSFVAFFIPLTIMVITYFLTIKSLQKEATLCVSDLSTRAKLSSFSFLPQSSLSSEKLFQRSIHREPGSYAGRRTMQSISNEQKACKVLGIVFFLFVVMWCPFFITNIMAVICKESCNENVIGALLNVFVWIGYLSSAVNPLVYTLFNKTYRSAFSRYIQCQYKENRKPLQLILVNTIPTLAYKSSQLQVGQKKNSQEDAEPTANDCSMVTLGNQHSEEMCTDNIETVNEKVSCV
CaV13 ICDI inh = Disruptors of the CACNA1D IQ motif to Ca2+-dependent inactivation inhibitor domain association, primary screening, Förster resonance energy transfer in intact living …. HEK cells, CFP/YFP FRET ICDI-IQ, plate reader, 10 min; percent FRET-ratio fall versus neutral wells. hit rate 0.098% among 340,000. inhibition, % at 12.3 µM;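 active = mean replicate inhibition of at least 30% and at least 1% of replicates passing that level; inconclusive = only one of the two criteria is met; inactive = neither criterion is met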;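 note: 0% = median of the neutral control wells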
aDG glyco act = increases alpha dystroglycan glycosylation | AID 624168 | Pro5-aDG cells, alpha-DG glycosylation AlphaScreen (IIH6); 0% Pro5, 100% B10-LARGE cell signal | hit rate 0.22% among 360,000 | activation, % at 10 µM;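 active = activation of at least 8% versus controls, or a plate z-score of at least 8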;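 note: Pro5 are CHO cells carrying HIG-tagged alpha-DG that lacks glycosylation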
N-glyco inh = N-linked glycosylation inhibition | D54 ERlucT glycosylation luciferase reporter, 24 h; percent of 100 nM tunicamycin response | reporter increase, % at 12.5 µM | hit rate 0.23% among 360,000 | AID 588692;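 active = mean luciferase reporter signal, scaled so untreated is 0 and the glycosylation-blocking control 100, at or above a set limit in every replicate; inconclusive = mean reaches the limit but not every replicate does; inactive = mean below the limit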;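 note: luciferase carries N-glycosylation sites so blocking glycosylation raises the light; 0% = median of neutral control wells and 100% = median of 100 nM tunicamycin wells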
ABCB6 inh MLPCN = blocks the human ABCB6 transporter. Q9NP58. K562-ABCB6 porphyrin accumulation, flow cytometry, 1 h; stronger effect = lower value. fluorescence ratio to DMSO, % at 10 µM. hit rate 0.19% among 360,000. AID 602162;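 active = fluorescence ratio to DMSO below 75%, the collection mean minus 3 SD; inconclusive = too few cells collected in the well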;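 note: signal is porphyrin accumulated inside mitochondria; 100% equals median channel fluorescence of DMSO control wells; lower ratio means ABCB6 inhibition with less porphyrin fluorescence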
Cardio protect = myocardial damage modulation in H9c2 cells | H9c2 cardiomyocytes, H2O2 injury protection, ATPLite, 2 h | protection from H2O2 cell death, % at 20 µM | hit rate 0.63% among 360,000;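 active = compounds giving at least 50% protection of heart cells from peroxide-induced death in the single-dose screen, raw or plate-pattern-corrected value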;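 note: 0% = DMSO wells with peroxide and 100% = DMSO wells without peroxide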
* hit, by the source's call; ? = inconclusive; . = no result given.

SMILES	Vif inh	Granule exo inh	iPSC survival up	PDI inh	HTR2A ag	CaV13 ICDI inh	aDG glyco act	N-glyco inh	ABCB6 inh MLPCN	Cardio protect
Cc1ccccc1CC1(CO)CCCN(C(=O)c2ccccc2N(C)C)C1 (centres undefined)	.	-1	-0.9	1	-3	-5	-0.1	2	102	6
NS(=O)(=O)c1ccc(NS(=O)(=O)c2ccc(NC(=O)c3ccc(-c4ccccc4)cc3)cc2)cc1	.	2	0.0	3	6	-1	-0.3	1	96	-14
CN(Cc1ccccc1)C(=O)c1cccc(NC(=O)Cc2ccc(NC(=O)C3CCCN(C(=O)C4CCC4)C3)cc2)c1 (centres undefined)	.	-2	1.1	-8	-4	-3	-0.2	0	101	2
Cc1ccc(CNC(=S)Nc2ccc3c(c2)c(=O)n(C)n3Cc2cccc(C(F)(F)F)c2)cc1	-22	-1	3.8	0	-7	-6	1.3	-2	98	-6
Cc1ccc(C2C3=C(CC(C)(C)CC3=O)NC3=C2C(=O)CC(C)(C)C3)o1	-3	-1	5.7	1	-3	-7	0.3	1	101	24
O=C(Cc1cccs1)N1CCN=C1SCc1ccccc1F	0	0	0.8	12	5	-1	-0.6	0	105	-5
CCOC(=O)CNC(=O)Cn1cnc2c(nnn2-c2ccccc2)c1=O	-1	-1	-1.2	.	-3	.	4.8	0	102	5
O=C(c1ccoc1)N1CCC2(CC1)Oc1ccc(F)cc1C(=O)C21CC(c2cccnc2)=NO1 (centres undefined)	.	7	1.6	5	0	-9	-0.3	-4	92	7
Cc1nc(C(F)(F)F)ccc1C(=O)N1CCC1(C)C(=O)NS(=O)(=O)c1ccc(C#N)cc1 (centres undefined)	-3	-3	0.9	6	0	-12	-0.3	2	98	0
Fc1ccccc1Cn1c2[n+](c3ccc(C(F)(F)F)cc31)CCCCC2	3	-3	-0.3	1	5	0	-0.2	3	91	-8
O=C(Nc1ccc(F)cc1)C(c1ccccc1)N1CCN(S(=O)(=O)c2c(F)cccc2F)CC1 (centres undefined)	-6	-1	-1.0	-11	-2	-15	0.0	-4	94	-8
COc1ccccc1-c1noc(CCCC(=O)Nc2ccc(C(N)=O)cc2)n1	-1	-2	1.4	2	3	-2	-0.1	1	98	2
CCCCCC(=O)Nc1ccc(N2CCOCC2)c(S(=O)(=O)Nc2ccc(OC)cc2)c1	-7	9	0.0	-4	-9	-1	-0.1	-4	99	-3
COc1ccc(OCC(=O)Nc2ccc3c(c2)nc(CCN2CCOCC2)n3C)cc1	6	1	-1.2	-3	-2	.	0.2	-6	93	11
COc1ccc(CCNC(=O)C2CC(c3c(Cl)cccc3Cl)=NO2)cc1 (centres undefined)	16	-19	-1.0	-75	2	-9	0.3	-2	98	-6
CCOc1ccc2nc(N(Cc3ccccc3)C(=O)CCNC(C)=O)sc2c1	0	0	-0.3	-6	-8	-2	-0.1	4	99	-1
O=C(O/N=C\c1ccc(N2CCOCC2)c([N+](=O)[O-])c1)c1ccccc1Cl	-8	-2	1.6	0	-3	.	0.2	-1	99	16
NC(COCc1ccccc1)c1csc(Nc2nncc3ccccc23)n1 (centres undefined)	-2	33	2.3	4	7	-7	0.3	2	95	4
O=C(NCCCc1ccccc1)c1ccc(CS(=O)Cc2ccccc2Cl)o1 (centres undefined)	-10	0	-0.3	0	-1	-2	0.0	-4	92	-2
Cc1cc(C)c(C2C(C#N)=C(N)Oc3n[nH]c(C)c32)cc1CN1CCOCC1 (centres undefined)	-11	1	-0.7	-1	1	-3	-0.1	-1	99	0
OCCN1CCN(C(=S)c2ccc(Cl)c(Cl)c2)CC1	.	-1	-2.1	-4	-1	.	0.2	.	89	-5
CCOCCCNS(=O)(=O)c1ccc(NC(=O)CN2C(=O)c3ccccc3C2=O)cc1	-2	-2	-1.6	-4	0	-2	0.2	2	96	-3
COc1ccc(C(=O)Oc2ccc(/C=N/NC(=O)c3ccccc3OC)cc2[N+](=O)[O-])cc1	-3	4	-0.3	-5	4	-4	0.3	-3	103	-3
Cc1c(NC(=O)c2nn(C)c(=O)c3ccccc23)c(=O)n(-c2ccccc2)n1C	12	10	1.9	4	6	-4	-0.2	1	99	6
COC(=O)C(C)Oc1ccc(Oc2nc(Cl)ccc2Cl)cc1 (centres undefined)	-1	0	1.9	2	0	-1	0.3	-1	97	-3
Cn1cccc1C(=O)NC(=O)COC(=O)CC12CC3CC(CC(Br)(C3)C1)C2	-3	0	-2.4	7	2	-8	-0.3	1	98	-10
CC1=CC(C)(C)NC(=S)N1c1ccc(C)c(C)c1	-1	0	-0.3	-1	-5	-5	0.2	0	98	-3
CC1(c2nnnn2Cc2ccccc2)CCC(=O)N1CCOc1ccccc1 (centres undefined)	.	-6	-0.6	.	-6	-12	0.4	.	95	.
COCC1CCCN(Cc2nc(C(c3ccccc3)c3ccccc3)no2)C1 (centres undefined)	-3	-2	0.3	11	0	-2	0.2	-3	99	-5
O=C(CSc1nccn1Cc1ccc(F)cc1)NC1CCCCC1	9	4	3.6	1	-3	-16	0.1	-2	99	4
COc1ccc(CCNc2ncnc3c2oc2ccccc23)cc1OC	-13	1	-1.3	-10	3	-7	7.4*	1	95	-25
COc1ccc(-c2c(-c3ccccc3)n(C)c3ccccc23)cc1	16	7	-1.0	-3	2	-9	-0.1	-1	99	-11
CSc1ccc(NC(=O)Nc2cccn(Cc3ccccc3F)c2=O)cc1	-29	13	-2.1	-2	2	-5	4.7	-11	104	-19
Cc1cc2c3c([nH]c2cc1S(=O)(=O)NCc1ccc(CN2CCCCCC2)o1)CCCC3=O	-4	?	-0.6	5	-6	-8	-0.2	0	102	-4
COCCN(C(=O)Cc1cccs1)C(C(=O)NC1CCCC1)c1ccc(OC)c(OC)c1 (centres undefined)	2	3	-3.6	-2	-6	-3	0.0	1	100	-2
COc1ccc(C(=O)Nc2cc(C(F)(F)F)ccc2Cl)cc1OC	1	-1	-0.6	-8	-4	-9	0.2	1	107	-4
CCOc1cc(O)c(-c2[nH]ncc2-c2nc(C)cs2)cc1CC	-11	11	1.0	-3	1	-4	0.4	-4	104	-18
O=C(NCc1ccc(Cl)cc1)C1CCC(=O)N(C2CC2)C1 (centres undefined)	-4	-1	0.0	-6	1	-5	0.2	0	105	-1
O=C(CSc1cn(CCNC(=O)c2c(F)cccc2F)c2ccccc12)NCC1CCCO1 (centres undefined)	0	0	0.2	1	-2	-3	0.6	0	97	-1
CCc1ccc(CSc2nccn2-c2ccccc2)cc1	.	-1	6.2	0	-3	-7	-0.2	-1	97	-9
C=CCN(C(=O)c1csnn1)C(C(=O)NC1CCCC1)c1cccs1 (centres undefined)	6	-14	-0.8	24	0	-5	-0.2	-2	94	-1
CCOC(=O)Nc1sc2c(c1C(N)=O)CCC(C)C2 (centres undefined)	27	-12	-1.5	7	4	-5	0.2	-1	100	-4
Cc1noc(C)c1NC(=O)N(C)C[C@H]1Oc2ccc(NS(=O)(=O)c3cn(C)cn3)cc2C(=O)N([C@H](C)CO)C[C@@H]1C	3	3	4.2	4	11	-6	-0.1	2	101	8
Cc1c(N=C(N)/N=C(\N)Nc2ccccc2)c(=O)n(-c2ccccc2)n1C	-6	-7	-1.4	-18	-1	-3	0.0	-1	88	5
N=c1c2c(-c3ccccc3)c(-c3ccccc3)n(Cc3ccco3)c2ncn1CCN1CCOCC1	-1	-3	-1.2	-4	0	-3	2.2	5	93	-12
Cc1ccc(CNC(=O)COc2ccc(S(=O)(=O)N3CCCC3)cc2)cc1	-4	-8	0.4	-7	6	-4	-0.2	-3	97	-4
CCOC(=O)c1nn(-c2cccc(C)c2)c2nc(-c3ccccc3)c(C#N)c(=O)n12	5	-2	0.2	-5	-4	.	0.2	3	96	8
COc1ccc(-n2nc([N+](=O)[O-])c(=NC3CCN(Cc4ccccc4)CC3)n2O)cc1	8	0	-0.4	15	-9	-19	1.7	3	98	1
CCOc1ccc(-c2cc(CCCC(=O)NCCc3ccc(OC)c(OC)c3OC)no2)cc1	-9	-2	-3.2	-4	0	-5	0.6	-3	120	-4
O=C(Nc1ccc2ccccc2c1)C(c1ccc(C(F)(F)F)cc1)n1c(=O)c(-c2cc3ccccc3[nH]2)nc2ccccc21 (centres undefined)	.	-10	.	.	-6	-11	1.5	.	.	.

Reprinted from the part before: two entries; new compounds follow.
SMILES	Vif inh	Granule exo inh	iPSC survival up	PDI inh	HTR2A ag	CaV13 ICDI inh	aDG glyco act	N-glyco inh	ABCB6 inh MLPCN	Cardio protect
CCOc1ccc(-c2cc(CCCC(=O)NCCc3ccc(OC)c(OC)c3OC)no2)cc1	-9	-2	-3.2	-4	0	-5	0.6	-3	120	-4
O=C(Nc1ccc2ccccc2c1)C(c1ccc(C(F)(F)F)cc1)n1c(=O)c(-c2cc3ccccc3[nH]2)nc2ccccc21 (centres undefined)	.	-10	.	.	-6	-11	1.5	.	.	.
COc1ccc(N2C(=NC(=O)CC3CCCCC3)SC3CS(=O)(=O)CC32)cc1 (centres undefined)	13	0	-0.4	-4	3	-2	-0.5	-5	111	-6
CC[C@H]1C(O)C[C@H]2CCN3C(=O)CCC[C@H]1[C@H]23 (some centres undefined)	-3	-3	-1.2	11	-2	-7	0.3	1	95	0
CC(=O)N1CCN(c2ccc(NS(=O)(=O)c3ccc(C)cc3)cc2)CC1	-4	?	0.2	13	11	-2	-0.1	-2	98	-1
O=C(c1cccc(NS(=O)(=O)c2ccc(Br)cc2)c1)N1CCCCC1	2	-4	0.6	-3	-1	-6	-0.2	-2	98	4
COC(=O)c1cc(S(=O)(=O)NCC2CCN(Cc3ccc(F)cc3)CC2)cn1C	0	0	-0.2	-7	-7	-5	-0.5	0	93	3
O=C(CCl)NC1CCCc2ccccc21 (centres undefined)	3	0	-0.6	15	5	5	0.7	0	101	-6
CC(C)CN(C(=O)CN(C)C(=O)Cc1c(F)cccc1Cl)c1c(N)n(CC(C)C)c(=O)[nH]c1=O	-5	13	-0.8	-4	12	-7	0.2	0	110	0
CC(C)(Cc1cccc(CC(C)(C)C(=O)O)c1)C(=O)O	1	-4	2.8	-1	-1	-6	-0.2	1	105	2
O=C(Nc1ccc2c(c1)OCCO2)C1CC(O)CN1C(=O)Nc1ccccc1 (centres undefined)	7	-1	-0.3	1	2	-3	-0.1	1	98	-3
CCOCCCNC(=O)C(c1ccc(Cl)cc1)N(Cc1cccs1)C(=O)CNC(C)=O (centres undefined)	4	-1	-0.9	-1	5	-6	-0.3	1	97	6
Cc1cccc2c1c1ccc3c(c1n2C)C(=O)C=CC3=O	4	2	8.4	-3	7	-4	0.4	15	115	-22
Cc1cccc(N2C(=O)C(O)=C(C(=O)c3cccs3)C2c2ccccc2)n1 (centres undefined)	-6	-5	-0.6	-2	2	-15	0.0	0	91	7
COc1ccccc1-n1nnnc1SCc1ccccc1	-3	14	-0.3	0	-5	.	-0.1	-7	96	-9
Cc1ccc(F)c(S(=O)(=O)NC(=O)C2(C)CCN2C(=O)Cc2cc(F)ccc2F)c1 (centres undefined)	4	1	1.9	-2	3	-5	-0.4	2	102	0
Cc1ccc2c(c1)N(CC(=O)N1CCCC1)C(=O)CO2	4	-3	0.7	18	8	-20	0.0	-1	100	6
O=C(CCCOc1ccc(Cl)cc1Cl)N/N=C/c1ccc(Cl)cc1	0	-3	-0.7	1	1	-14	0.2	-3	98	-2
